Screening data deposited in PubChem by The Scripps Research Institute Molecular Screening Center.
GPR151 ag – human GPR151 activation | Q8TDV0 | 650,000 compounds, 1% hits | PathHunter beta-arrestin GPR151 cells, luminescence | activation, % at 11.2 µM; in the data active = activation above about 4.9%;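 also: 0% = median of compound wells and 100% = cells with positive control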
Target sequence (Q8TDV0 whole entry, looked up): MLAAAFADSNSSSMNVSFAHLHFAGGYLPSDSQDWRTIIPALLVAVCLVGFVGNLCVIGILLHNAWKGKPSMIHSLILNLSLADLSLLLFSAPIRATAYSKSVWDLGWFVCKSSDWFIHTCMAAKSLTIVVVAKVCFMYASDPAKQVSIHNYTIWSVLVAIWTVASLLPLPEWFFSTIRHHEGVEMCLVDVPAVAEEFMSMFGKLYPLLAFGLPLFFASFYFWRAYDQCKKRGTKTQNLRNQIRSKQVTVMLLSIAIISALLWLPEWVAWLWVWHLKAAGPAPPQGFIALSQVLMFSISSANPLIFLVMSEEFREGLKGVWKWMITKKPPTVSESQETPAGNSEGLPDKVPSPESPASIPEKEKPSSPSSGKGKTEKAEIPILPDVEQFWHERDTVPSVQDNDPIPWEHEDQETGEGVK
FBW7 activator – activators of human E3 ligase FBW7 | Q969H0 | AlphaScreen FBW7–phospho-cyclin E peptide binding, activator screen | normalized activity (activation), % at 26.1 µM | 650,000 compounds, 0.13% hits; in the data active = normalized activity above about 1.9%;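 also: purified mutant Fbw7 with reduced substrate affinity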
MITF inh – inhibitors of human MITF; inhibition, % at 2.6 µM; O75030; AlphaScreen MITF homodimerization, bead proximity signal; 650,000 compounds, 0.91% hits; in the data active = inhibition above about 50%;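 also: 0% = vehicle wells with protein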
Target sequence (O75030 whole entry, looked up): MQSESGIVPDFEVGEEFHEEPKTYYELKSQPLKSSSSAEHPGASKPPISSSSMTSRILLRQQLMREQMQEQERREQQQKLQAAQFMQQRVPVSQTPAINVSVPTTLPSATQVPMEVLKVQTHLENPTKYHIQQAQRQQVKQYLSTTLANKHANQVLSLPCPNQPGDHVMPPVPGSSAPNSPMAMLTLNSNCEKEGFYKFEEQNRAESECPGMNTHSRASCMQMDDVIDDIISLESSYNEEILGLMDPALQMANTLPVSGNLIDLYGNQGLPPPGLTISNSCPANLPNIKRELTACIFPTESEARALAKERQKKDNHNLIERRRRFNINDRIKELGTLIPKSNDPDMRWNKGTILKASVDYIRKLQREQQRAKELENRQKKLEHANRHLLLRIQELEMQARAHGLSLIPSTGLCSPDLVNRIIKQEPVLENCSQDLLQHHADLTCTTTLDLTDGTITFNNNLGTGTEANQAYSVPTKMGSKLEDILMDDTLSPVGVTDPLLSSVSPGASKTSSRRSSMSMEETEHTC
TEAD-YAP inh – TEAD-YAP interaction inhibition. HEK-TIYL cells, TEAD-Gal4/YAP UAS-luciferase luminescence. inhibition, % at 9.12 µM. 640,000 compounds, 1.4% hits; in the data active = inhibition above about 32%;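 also: 0% = median of test compound wells and 100% = reference inhibitor wells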
* = called active by the depositor; / = no result given; & = joins results of further samples. Rows are unselected, and some 3.4% of all compounds hit somewhere here.

A first look, three compounds:
SMILES | GPR151 ag | FBW7 activator | MITF inh | TEAD-YAP inh
O=C(NCC1Cc2cccc(-c3cncnc3)c2O1)C1(c2ccc(Cl)cc2)CC1 (stereo not given) | 0.3 | 0.2 | 2.0 | -3.9
CCOC(=O)c1ccc2ncc(C(=O)OCC)c(Nc3ccccc3OCC)c2c1 | 1.3 | 0.2 | -5.2 | -9.9
CCOC(=O)N1CCC(NC(=O)c2cc(S(=O)(=O)NCCc3ccccc3)ccc2F)CC1 | -0.7 | 0.8 | 11.9 | -11.6

This part in full (from the top)
SMILES | GPR151 ag | FBW7 activator | MITF inh | TEAD-YAP inh
O=C(NCC1Cc2cccc(-c3cncnc3)c2O1)C1(c2ccc(Cl)cc2)CC1 (stereo not given) | 0.3 | 0.2 | 2.0 | -3.9
CCOC(=O)c1ccc2ncc(C(=O)OCC)c(Nc3ccccc3OCC)c2c1 | 1.3 | 0.2 | -5.2 | -9.9
CCOC(=O)N1CCC(NC(=O)c2cc(S(=O)(=O)NCCc3ccccc3)ccc2F)CC1 | -0.7 | 0.8 | 11.9 | -11.6
COc1cc(C)c(C2Nc3ccccc3C(=O)N2c2ccccc2)cc1C(C)C (stereo not given) | -0.9 | 0.0 | -2.3 | -27.0
Cc1ccc2c(n1)sc1c(O)cc(=O)[nH]c12 | 0.4 | 0.1 | -3.3 | 2.5
CCOC(=O)c1cnc(SCC(=O)Nc2sc(C)c(C)c2C(=O)OC)nc1N | 1.0 | 0.1 | 2.9 | 6.9
COc1cc(-c2cc(N)n(S(=O)(=O)c3ccc([N+](=O)[O-])cc3)n2)cc(OC)c1OC | -0.2 | -0.1 | 11.2 | 15.3
COCC(=O)Nc1cnn(-c2ccc(C(=O)N(C)CCOc3ccc(C)cc3)cc2)c1 | 0.0 | 0.1 | 3.1 | 4.6
COc1cc(NC(=O)Cn2nc(C(F)(F)F)c(Br)c2C)cc([N+](=O)[O-])c1 | 0.1 | 0.8 | 14.5 | 9.6
CC(O)CNCCOCCOc1ccc(Cl)cc1Cc1ccccc1 (stereo not given) | -0.1 | -0.1 | 30.9 | -6.1
COc1ccc(SCC(=O)N2CCN(c3ccccc3)CC2)cc1 | -1.1 | 0.0 | 0.7 | -3.1
CC(=O)N(Cc1cc2cc3c(cc2[nH]c1=O)OCO3)C1CCCC1 | 0.7 | 0.6 | 5.8 | 2.6
CCCCOc1ccc2c(C)c(C)c(=O)oc2c1 | -1.6 | 0.2 | 15.7 | -35.7
NC(=O)c1ccccc1NC(=O)c1cncc(Br)c1 | -1.4 | -0.6 | -2.3 | -6.3
O=C1CCCN1CCn1cnc2c(Nc3ccc(N4CCOCC4)cc3)nc(Nc3ccc(N4CCOCC4)cc3)nc21 | 2.8 | 0.3 | 20.6 | -2.7
COc1cc(Nc2nc(Nc3ccc(N4CCOCC4)cc3)c3ncn(-c4ccsc4)c3n2)cc(OC)c1OC | 1.4 | -0.2 | 15.5 | 18.0
CCn1cc(C(=O)N2CCN(Cc3nc(-c4ccc(F)cc4)cs3)CC2)c(=O)c2ccc(C)nc21 | -0.6 | 0.5 | 10.2 | 60.5*
Cc1ccc(C)n1-c1ccc(C(=O)NCCCN2CCCC2=O)cc1 | -0.7 | -0.1 | -1.0 | 0.3
COc1ccccc1C1(CC(=O)N(C)C(C)C)CC(=O)N(C2CCCC2)C1=O (stereo not given) | 0.8 | 0.0 | -4.3 | -17.8
C#CCNC(=O)C1CCN(c2nc(C)cnc2C)CC1 | 3.5 | 0.1 | -9.4 | 4.6
COc1cccc(C(=O)CN2CCN(S(=O)(=O)c3ccc(Cl)cc3)CC2)c1 | -0.1 | 0.0 | -9.7 | -14.2
CCc1ccc2c(c1)C(c1ccc(N3CCOCC3)cc1)=NNC(c1ccncc1)=N2 | 0.1 | 0.0 | 22.9 | -6.4
CCOC(=O)c1c(C)[nH]c(-c2csc(C)n2)c1C | 0.7 | -0.1 | 14.7 | -30.9
O=C(CNC(=S)N(Cc1ccccc1)Cc1ccccc1F)NCCc1ccccc1 | -1.5 | -0.1 | -1.7 | -18.4
CCN(CC)S(=O)(=O)c1cccc(N=Nc2c(O)n(C)c(=O)n(C)c2=O)c1 | -1.2 | -0.1 | 5.9 | -4.6
Cc1c(CN2CCc3c(nc(N4CCC(C)CC4)[nH]c3=O)C2)cnn1C | -0.3 | 0.2 | 17.5 | -12.8
Oc1cccc(-c2cncc(-c3ccc(N4CCOCC4)cc3)n2)c1 | -0.6 | 0.1 | 10.9 | 0.2
Cc1cc(NCC2CCCO2)nc(-c2ccccc2)n1 (stereo not given) | -0.8 | -0.1 | 2.7 | -16.2
Cc1ccc(NC(=O)C2C3C=CC4(O3)C2C(=O)N(C(C)C)C4C(=O)NC2CCCCC2)cc1Cl (stereo not given) | 0.7 | -0.2 | -3.4 | -3.4
CN1CCN(C(=O)c2ccc(-c3ccc(C(=O)Nc4ccccc4)s3)cc2)CC1 | 0.7 | -0.1 | -5.8 | -50.0
COCCN(C)C(=O)c1sc2ncnc(NCCc3ccccc3)c2c1C | -0.2 | 0.3 | -7.9 | -11.0
COC(=O)CN1C(c2cc(OC)c(OC)c(OC)c2)=Nc2ccc(Cl)cc2C1c1ccccc1 (stereo not given) | -0.4 | 0.3 | 0.1 | -7.9
O=C(Oc1ccc2c(=O)c(-c3ccc(Cl)cc3)coc2c1)N1CCOCC1 | -0.3 | 0.5 | -4.5 | -40.0
OC1C[C@@H]2[C@@H](CC[C@@H](O)CCc3ccccc3)[C@H](O)C[C@@H]2O1 (stereo not given in full) | 4.0 | / | 6.4 | /
Cc1cc(=O)[nH]c(N/N=C/c2ccc(C(C)C)cc2)n1 | 2.6 | -0.1 | -4.6 | 1.6
Cc1c(Cl)cccc1Nc1nc2ccccc2n2nnnc12 | 0.0 | 0.0 | 3.2 | -45.1
CC(C)C(NC(=O)c1ccccc1O)C(=O)O (stereo not given) | -0.3 | -0.1 | 5.2 | 6.4
CCOc1ccc(-n2c(=S)sc3c2nc(SCC(=O)NCc2ccccc2)n2c4ccccc4nc32)cc1 | 0.4 | 0.0 | -1.3 | 3.8
O=C(CSc1nc(NCc2ccc(Cl)cc2)c2ccccc2n1)NCc1ccco1 | -1.2 | 0.0 | 7.9 | -4.0
COc1cc(/C=C2/C(=N)N3C(c4ccccc4)=CSC3=NC2=O)ccc1OCCOc1ccccc1Cl | -1.0 | -0.2 | 10.1 | -5.4
CCNS(=O)(=O)c1ccc(Br)c(C(=O)O)c1 | -1.0 | 0.3 | 18.4 | -1.5
NC(=O)c1c(NC(=O)c2cccc3ccccc23)sc2c1CCC2 | -0.5 | 0.0 | 17.1 | 4.4
Cc1c(CNCc2ccccc2)c(C(=O)O)c(C)n1Cc1cccc(Cl)c1 | -0.7 | 0.0 | 7.5 | 6.5
NC(=O)CSc1nnc(-c2ccccn2)n1Cc1ccccc1 | -0.7 | 0.8 | 10.8 | 2.8
COc1cc(-c2nnc3n(Cc4ccccc4)c(=O)c4ccccc4n23)ccc1O | 2.1 | 0.2 | -4.5 | 2.0
CN1CCC(OC(=O)c2cc(S(=O)(=O)N3CCOCC3)ccc2Cl)CC1 | -0.6 | 0.0 | 10.6 | -2.4
Nc1cccc(C(=O)N/N=C/c2cccc3ccccc23)c1 | -0.3 | 0.1 | 4.7 | -28.9
Cc1ccccc1Cn1c(NCCOCCO)nc2c1c(=O)n(C)c(=O)n2C | -0.1 | -0.1 | -3.0 | -0.8
NC(=O)c1ccc[n+](CCCC[n+]2cccc(C(N)=O)c2)c1 | -0.6 | 0.0 | 0.8 | -1.3
Cc1onc(-c2c(F)cccc2Cl)c1C(=O)N1CCOC12CCCCC2 | 1.1 | 0.2 | 5.0 | -10.1

Fetched by compound from the list above:
SMILES | GPR151 ag | FBW7 activator | MITF inh | TEAD-YAP inh
Nc1cccc(C(=O)N/N=C/c2cccc3ccccc23)c1 | -0.3 | 0.1 | 4.7 | -28.9
COc1cc(-c2nnc3n(Cc4ccccc4)c(=O)c4ccccc4n23)ccc1O | 2.1 | 0.2 | -4.5 | 2.0
Cc1onc(-c2c(F)cccc2Cl)c1C(=O)N1CCOC12CCCCC2 | 1.1 | 0.2 | 5.0 | -10.1
NC(=O)CSc1nnc(-c2ccccn2)n1Cc1ccccc1 | -0.7 | 0.8 | 10.8 | 2.8
Cc1ccccc1Cn1c(NCCOCCO)nc2c1c(=O)n(C)c(=O)n2C | -0.1 | -0.1 | -3.0 | -0.8
CN1CCC(OC(=O)c2cc(S(=O)(=O)N3CCOCC3)ccc2Cl)CC1 | -0.6 | 0.0 | 10.6 | -2.4

More compounds.
SMILES | GPR151 ag | FBW7 activator | MITF inh | TEAD-YAP inh
C/C(=N/OC/C(O)=C(\C#N)c1nc2ccccc2[nH]1)c1ccc(C)cc1 | 1.0 | 0.3 | 11.1 | 7.1
O=[N+]([O-])c1ccc2c(c1)ncn2-c1cccc(Cl)c1 | -1.4 | -0.4 | -12.1 | -17.0
O=[N+]([O-])c1cc(C(F)(F)F)cc([N+](=O)[O-])c1NCCCN1CCOCC1 | 0.6 | -0.2 | 8.8 | 0.2
CC(C(=O)NCc1ccccc1)N1C(=O)CC(C)(C)Sc2ccccc21 (stereo not given) | -1.0 | -0.2 | -1.4 | 6.5
COc1cc(Nc2nc(C)cc(N)n2)cc(OC)c1OC | 2.7 | 0.1 | 7.4 | 5.2
CCOC(=O)c1oc2cc(O)ccc2c(=O)c1-c1csc(C)n1 | -0.3 | -0.1 | 10.2 | 8.0
NC(=O)c1cccc(-c2cccc(OC(=O)NC3CCCCC3)c2)c1 | 0.3&-0.4 | -0.1 | 3.8&8.8 | -6.9
COc1ccc2c(c1OC)C(=O)N1N=C(c3ccc(F)cc3)CC21 (stereo not given) | -0.9 | -0.2 | -2.3 | -21.5
CC(C)C(=O)N1CCCC(c2nc3c(nnn3Cc3ccccc3Cl)c(=O)[nH]2)C1 (stereo not given) | 0.0 | -0.1 | -3.0 | -1.3
CCN1CCN(c2nc3c(c(=O)n(C)c(=O)n3C)n2CCSc2nnnn2-c2ccccc2)CC1 | -0.1 | -0.2 | -2.3 | 12.2
CCOc1ccc2nc(SCCNS(=O)(=O)c3cccc([N+](=O)[O-])c3)sc2c1 | -0.4 | -0.2 | 1.2 | 1.3
O=[N+]([O-])c1cccc(C2CC(c3ccccc3)=NN2S(=O)(=O)c2ccccc2)c1 (stereo not given) | 4.3 | 0.3 | 0.1 | -6.1
CCCS(=O)c1ccc2nc(NC(=O)OC)[nH]c2c1 (stereo not given) | -5.3 | 0.1 | -2.3 | 1.5
O=C1C2CCCCC2C(=O)N1CC(=O)N1c2ccccc2CCc2ccccc21 (stereo not given) | -1.1 | 1.6 | -7.3 | -7.8
CC(=O)Nc1ccccc1NC(=O)COc1ccc(Br)cc1Cl | 0.5 | 0.0 | -9.6 | -6.0
O=C1OC(c2ccc(F)cc2)=N/C1=C\c1ccccc1 | 0.3 | 0.0 | 7.4 | -1.4
CCOc1ccc(CCNC(=O)c2c(-c3ccccc3Cl)noc2C)cc1OCC | -0.4 | -0.3 | 6.9 | -4.1
CCC(=O)N(Cc1cc2ccc(OC)cc2[nH]c1=O)CC1CCCO1 (stereo not given) | 0.6 | 0.2 | 1.5 | 1.4
CCOC(=O)c1cnc(-c2ccccc2)nc1NCc1ccccc1 | -1.2 | 0.3 | 25.8 | -13.5
CCOC(=O)c1c(NC(=O)C(C)Sc2nnc(CNC(=O)c3cc(OC)cc(OC)c3)n2-c2ccccc2OC)sc2c1CCC2 (stereo not given) | -1.3 | 0.1 | -13.2 | -9.5
Cc1cc(N2CCCCC2)nc2ccc(NC(=O)C3CCC(C)CC3)cc12 (stereo not given) | -0.7 | 0.4 | 11.6 | 9.1
Fc1ccc(N2CCN(Cc3nnnn3CC3CCCO3)CC2)cc1 (stereo not given) | -0.3 | -0.2 | -0.7 | -6.0
CCOC(=O)N/N=C1\C[C@@H](O)[C@@H](O)[C@@H]2[C@@H]3C(=O)N(C4CCCCC4)C(=O)[C@@H]3CC[C@@H]12 | -3.0 | 0.4 | 20.6 | /
COc1ccc(C2(c3ccc(OC)cc3)C=Cc3c(c(O)cc4ccccc34)O2)cc1 | -1.5 | 0.0 | 5.8 | 13.0
